Assay outcomes as filed in PubChem.
S3 lipid droplet: qHTS Assay for Lipid Storage Modulators in Drosophila S3 Cells | Drosophila S3 cells, BODIPY lipid droplet fluorescence, 18-24 h; cells fed with added oleic acid | Potency in µM for hits, for the others lipid storage change, negative = inhibition, % at the top dose, mostly 46.1 µM | actives 0.64% (n = 320,000) | AID 2685, 2010; active = well fitted inhibition curve with a large enough effect in the signal ratio, with a control signal flat, not every such curve was filed as active; inconclusive = small, poorly fitted or top-dose-only effect, or effect the other way, or a change in a side signal; the % refers to the signal ratio
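Drosophila S3 cells got compounds at several concentrations plus oleic acid (400 uM solution). Laser-scanning cytometry with 488 nm excitation read lipid droplets at 500-530 nm and cells at 575-640 nm. Percent activity was relative to 20 uM Triacsin C.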
S3 lipid droplet cell count max: recorded beside S3 lipid droplet, whose call it bears; cell number change, %; measured here: cell count max response;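 cells counted by Cell Tracker Red CMTPX staining in the red channel; peak over a dose series mostly up to 46.1 µM; percent activity relative to internal control wells on each plate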
* = called active by the depositor; i = inactive; ? = inconclusive; nt = not tested or not shown; [ ] = another dose, or the depositor's remark. % is scaled to controls: 0 for no effect and ±100 for the full control effect; potency is read from the fitted curve at half-maximal effect. This is a subset; the hit share may differ from the screen's.

Values in the order – S3 lipid droplet | S3 lipid droplet cell count max
- Cc1sc2nc(CN3CCCCC3)nc(N3CCN(C(=O)c4ccco4)CC3)c2c1C
  ? | nt
- COc1ccc(Nc2nc(NCC3CCCO3)c3ccccc3n2)c(OC)c1 (stereo not given)
  ? | nt
- COc1ccc(NC(=S)NCCc2c[nH]c3ccccc23)c(OC)c1
  19.7% | 18.7
- N#CC1=C(S)N(c2ccccc2)C(c2cccs2)NC1=O (stereo not given)
  ? | nt
- COc1ccc(NC(=O)Cc2nn(C)c(=O)c3ccccc23)c2ncccc12
  ? | nt
- NC(=O)CSc1nnc(CNc2ccc(F)cc2)n1CC1CCCO1 (stereo not given)
  4.0% | 3.5
- NC(=O)c1nnsc1-c1ccc(-c2snnc2C(N)=O)cc1
  6.1% | 6.3
- CN(C)c1ccc(NC(=O)c2sc(SCC(=O)Nc3ccc(Br)cc3)nc2N)cc1
  8.8% | -5.3
- Cc1cccc(NCc2cc(Cl)cc(Cl)c2O)n1
  ? | nt
- Cc1ccc(-c2cc(C(=O)N3CCN(c4ccccc4O)CC3)c3ccccc3n2)o1
  ? | nt
- O=C(CNS(=O)(=O)c1ccc(Br)s1)N1CCN(C(=O)c2ccco2)CC1
  ? | nt
- Cc1ccc(NC(=O)CC2(CC(=O)O)CCCC2)c(C)c1
  -0.1% | 8.2
- COCCn1cnc2c1c(=O)n(CC#N)c(=O)n2Cc1ccccc1
  ? | nt
- COCCn1c(=O)[nH]c2cc(C(=O)Nc3cccc(F)c3)ccc2c1=O
  ? | nt
- Cc1ccc(Nc2nc(-c3sc(NC(=O)c4cccc(Cl)c4)nc3C)cs2)cc1
  ? | nt
- COc1cc(N)c(Cl)cc1Cl
  ? | nt
- CCOC(=O)CN(C(=O)COc1nc(-c2ccccc2)cc(C)c1C#N)c1ccc(F)cc1
  ? | nt
- CCCOc1ccc(C(=O)NCC(c2cccs2)N(C)C)cc1OC (stereo not given)
  7.2% | 7.8
- O=S1(=O)N=C(N(CCO)/N=C/c2ccc(Br)cc2)c2ccccc21
  8.3% | 14.4
- O=C(NCc1cn2ccsc2n1)c1cccs1
  ? | nt
- CC(=O)NNC(=S)Nc1cccc(F)c1
  1.8% | 10.2
- FC(F)(F)c1ccc2c(c1)N1CCCC1CN2 (stereo not given)
  ? | nt
- CN(C)S(=O)(=O)c1cccc(NC(=O)CC23CC4CC(CC(C4)C2)C3)c1
  ? | nt
- COc1cccc(CN2CCN(Cc3cccc4nonc34)CC2CCO)c1 (stereo not given)
  -11.0% | 4.5
- COc1ccc(C(c2c(NC(C)=O)sc3c2CCCC3)N2CCN(CCO)CC2)cc1OC (stereo not given)
  -24.8% | -1.3
- CCc1cccc(C)c1NC(=O)CN1C(=O)NC(Cc2ccccc2)C1=O (stereo not given)
  -7.5% | 5.6
- O=C(O)c1ccc(S(=O)(=O)Nc2ccc3c(c2)OCCO3)cc1
  ? | nt
- CCN1CCN(CC(O)COc2cccc(OC)c2)CC1 (stereo not given)
  ? | nt
- O=C(CSc1ccc2nnc(-c3cccs3)n2n1)N1CCCC1
  ? | nt
- CCCCc1ccc(NC(=O)C(C)CC)cc1 (stereo not given)
  12.5% | 11.9
- CCOc1ccc(S(=O)(=O)Nc2ccc(O)c(Sc3ncn[nH]3)c2)cc1
  -27.6% | nt
- CCCCOc1ccc(C(=O)N2CCC(C)CC2)cc1
  ? | nt
- CC1(C)CC(=O)C(=Cc2cn(CCC#N)nc2-c2ccc(F)cc2)C(=O)C1
  ? | nt
- O=C(CCNS(=O)(=O)c1ccccc1)N1CCCC1
  ? | nt
- COc1ccc(/C=N/Nc2nc(C)nc(N)n2)cc1
  5.3% | 23.5
- COc1ccc(S(=O)(=O)N2CCCC2)cc1NC(=O)c1ccccc1
  ? | nt
- COc1cc(/C=C2\SC(=O)N(c3ccccc3Cl)C2=O)cc([N+](=O)[O-])c1O
  ? | nt
- Cc1cc(NC(=O)Nc2c[nH]c(=O)[nH]c2=O)ccc1Br
  ? | nt
- COc1cc(Cl)ccc1OCc1cc(C(=O)N2CCN(C)CC2)no1
  17.1% | -1.4
- O=C(Nc1ccc(O)cc1)c1ccc(NC(=O)c2ccco2)cc1
  ? | nt
- Cc1oc(-c2cccs2)nc1CN1CCC(C(=O)N2CCCC2)CC1
  -6.3% | 4.3
- CCN1CCN(C(=O)N(CC(=O)Nc2ccc(C(N)=O)cc2)S(=O)(=O)c2ccc(C)cc2)CC1
  -7.2% | -2.0
- CN1C(=O)N(c2nnc(C(C)(C)C)s2)C(=O)C1c1ccccc1 (stereo not given)
  0.9% | 12.0
- O=C(N/N=C/c1ccc[nH]1)c1sc2ccccc2c1Cl
  25.1% | nt
- N#Cc1c(-n2cccc2)cccc1-n1cccc1
  ? | nt
- CC(C)(C)C(=O)NC1CC2CCCC(C1)N2C(=O)Nc1ccccc1 (stereo not given)
  i | -15.5
- COc1ccc(C(=O)NC(Cn2ccnc2)C(C)(C)C)cc1OC1CCN(C(C)C)CC1 (stereo not given)
  i | -11.0
- Cc1ccc(CN2CCN(CCCn3cccn3)CC2CCO)cc1 (stereo not given)
  -2.1% | 2.1
- O=C1c2ccccc2C(=O)N1OS(=O)(=O)c1ccc(F)cc1
  ? | nt
- CCOC(=O)C(CC)/C(C)=N\NC(=O)CCC(=O)Nc1ccc(Cl)cc1Cl (stereo not given)
  ? | nt
- CCCc1cc(C(=O)OC)c(NC(=O)CCC(=O)O)s1
  -14.6% | 16.2
- CC1=CC(C)C2COC(c3ccc[n+](C)c3)C1C2C (stereo not given)
  0.4% | 8.1
- O=C(NNC(=O)c1ccccc1Cl)c1ccncc1
  ? | nt
- Cc1ccc(C)c(S(=O)(=O)ON2C(=O)c3ccccc3C2=O)c1
  ? | nt
- CC(=O)c1nnn(-c2ccc([N+](=O)[O-])cc2C)c1C
  5.3% | nt
- CNC(=O)COc1ccc(S(=O)(=O)Nc2ccccc2)cc1
  -10.4% | 4.5
- S=C(NCCc1ccccc1)NCCN1CCOCC1
  ? | nt
- CCOC(=O)C1=C(C(F)(F)F)Nc2ncnn2C1c1cc(OC)c(OC)cc1OC (stereo not given)
  i | 10.0
- COc1ccc(-n2c(Cc3cccn3C)nnc2SCC(=O)N2CCCC2)cc1
  -12.1% | 2.9
- CCCn1c(SCC(=O)NC23CC4CC(CC(C4)C2)C3)n[nH]c1=O
  i | nt

Gathered by group, the compounds so far with a furan ring, fused or not (four)
Values in the order – S3 lipid droplet | S3 lipid droplet cell count max
- Cc1sc2nc(CN3CCCCC3)nc(N3CCN(C(=O)c4ccco4)CC3)c2c1C
  ? | nt
- Cc1ccc(-c2cc(C(=O)N3CCN(c4ccccc4O)CC3)c3ccccc3n2)o1
  ? | nt
- O=C(CNS(=O)(=O)c1ccc(Br)s1)N1CCN(C(=O)c2ccco2)CC1
  ? | nt
- O=C(Nc1ccc(O)cc1)c1ccc(NC(=O)c2ccco2)cc1
  ? | nt

(listing goes on)
Values in the order – S3 lipid droplet | S3 lipid droplet cell count max
- Cc1ccc2c(c1)nc(NCCCO)n2C
  ? | nt
- COc1ccc(CCNC2=CC(=O)CC(C)(C)C2)cc1
  4.1% | 9.9
- COc1ccc(C2=NCCn3nc4cc(OC)ccc4c32)cc1
  3.2% | -20.7
- CCc1nnc(NC(=O)C2CCCN2C(=O)Nc2ccc(C)cc2)s1 (stereo not given)
  i | 14.1
- CC1CN(C(=O)c2ccccc2OCc2ccc(Cl)cc2Cl)CC(C)O1 (stereo not given)
  0.651µM* | -15.0*
- Cc1c(Cl)cccc1NC(=O)CNC(=O)CCS(=O)(=O)c1ccc(F)cc1
  ? | nt
- Cc1cc(C)nc(NC(=S)NC(=O)c2ccccc2)n1
  -7.3% | 9.3
- CCC1=NN2C(=N)/C(=C\c3ccc(OCCOc4ccccc4)c(OC)c3)C(=O)N=C2S1
  ? | nt
- COc1ccccc1OCC(=O)Nc1cccc(-c2nnc(-c3ccco3)o2)c1
  ? | nt
- CCC(C(=O)NCCC(C)C)n1ccc2cc(S(=O)(=O)N3CCCCC3)ccc21 (stereo not given)
  ? | nt
- Cc1ccsc1/C=N\NC(=O)CCc1c(C)n[nH]c1C
  ? | nt
- O=C(NC1CCC(O)CC1)c1ccc(-c2ccc([N+](=O)[O-])cc2)o1 (stereo not given)
  2.9% | -0.2
- O=C(Nc1cccc(F)c1)c1cccc(S(=O)(=O)N2CCOCC2)c1
  -3.7% | -12.5
- CCOc1ccc(C(CC(=O)O)NC(=O)c2cccs2)cc1OC (stereo not given)
  23.0% | -2.4
- COc1ccccc1NC(=S)N1CCN(c2cccc(C)c2C)CC1
  ? | nt

Compound profiles (already shown). Screens in order: S3 lipid droplet | S3 lipid droplet cell count max
CCOc1ccc(C(CC(=O)O)NC(=O)c2cccs2)cc1OC (stereo not given) as listed: 23.0% | -2.4
Cc1cccc(NCc2cc(Cl)cc(Cl)c2O)n1 as listed: ? | nt

Following part:
Values in the order – S3 lipid droplet | S3 lipid droplet cell count max
- CC(=O)c1cccc(NC(=S)NCCCCc2ccccc2)c1
  -1.8% | -11.1
- Cc1ccc(C)c(OCC(O)CN2CCC(Cc3ccccc3)CC2)c1 (stereo not given)
  ? | nt
- O=C(O)c1cccc(NC(=O)c2ccccc2NC(=O)c2ccco2)c1
  15.5% | 3.8
- CCN(CC)S(=O)(=O)c1ccc(-c2cc(C(=O)OC)sc2C(F)(F)F)cc1
  6.6% | 21.6
- Cc1cc(C)c(S(=O)(=O)Nc2cc(C)on2)c(C)c1
  ? | nt
- C=CCOc1ccc(CNc2ccc3[nH]c(=O)[nH]c3c2)cc1OC
  ? | nt
- O=C(NC1CCOCC1)C1CCC(=O)N(Cc2cccc(C(F)(F)F)c2)C1 (stereo not given)
  ? | nt
- COc1ccc(-c2cccc(C(=O)Nc3ccc(OC)c(OC)c3)c2)cc1
  i | -9.7
- CCc1ccc2[nH]c(=O)c(CN(Cc3ccc4c(c3)OCO4)C(=O)c3ccco3)cc2c1
  -7.7% | 0.2
- Clc1cccc(OCCCCCN2CCOCC2)c1
  ? | nt
- NC(=O)CC(NC(=O)Cc1ccc(Cl)cc1)c1ccc(NC2CCN(Cc3ccccc3)CC2)c([N+](=O)[O-])c1 (stereo not given)
  9.3% | 11.7
- CC(O)CNCCCOc1ccccc1OCc1ccccc1 (stereo not given)
  -11.7% | -5.3
- CCC1Nc2ncnc(N3CCOCC3)c2N(Cc2ccc(C)cc2)C1=O (stereo not given)
  ? | nt
- CCC1Oc2ccc(C)cc2N(CC(=O)NCc2cc(OC)ccc2OC)C1=O (stereo not given)
  ? | nt
- COc1ccccc1C(=O)COC(=O)CN1C(=O)NC2(CCCC2)C1=O
  5.7%[0.0737 µM] | nt
- COCCCNC(=O)CCS(=O)(=O)Cc1ccc(C)cc1
  -20.5% | -14.9
- O=C(c1ccccc1F)N1CCN(c2cccc(C(F)(F)F)c2)CC1
  ? | nt
- CCCCNC(=O)c1nnn(-c2ccccc2)c1N
  10.6% | 3.7
- N#Cc1cc2ccccc2nc1SCC(=O)Nc1ccccc1N1CCOCC1
  -0.8% | 0.9
- CCOC(=O)C1CCCN(CC(=O)Nc2c(C(=O)OC)[nH]c3ccccc23)C1 (stereo not given)
  ? | nt
- CCOCCCn1c(C)nc2c[n+](CC(=O)c3ccc4ccccc4c3)cc(Br)c21
  -13.6% | -6.3
- O=[N+]([O-])c1ccc(Cl)c(C2Nc3cccc4cccc(c34)N2)c1
  -6.1% | -14.0
- CC(=O)NS(=O)(=O)c1ccc(N=c2ssc3c2-c2ccc(C)cc2NC3(C)C)cc1
  ? | nt
- O=S1(=O)CC(N2CCOCC2)c2ccccc21 (stereo not given)
  i | nt
- Cc1cc(C(=O)N/N=C/c2cccs2)n[nH]1
  ? | nt
- CCOc1ccc(NC(=O)CSc2nncc(=O)n2N)cc1
  i | -25.9
- CCOc1cc(C(=O)NCCN2CCOCC2)cc(OCC)c1OCC
  0.6% | -2.7
- NNc1ncnc2c1cnn2-c1ccccc1
  i | 18.7
- COc1ccc(S(=O)(=O)N2CN(CCc3ccc(OC)c(OC)c3)c3nc4ccccc4nc32)cc1
  16.7% | -0.6
- COc1ccc(S(=O)(=O)Nc2cc([N+](=O)[O-])ccc2OC)cc1
  6.2% | 19.6
- O=C(CCN1C(=O)/C(=C\c2ccccc2Cl)SC1=S)N1CCN(c2ccccc2)CC1
  28.8% | nt
- Cc1ccc(S(=O)(=O)N2CCOCC2)cc1C(=O)NCc1ccc2c(c1)OCO2
  i | nt
- Cc1cc2nc(C3CCN(Cc4nnnn4Cc4ccccc4)CC3)[nH]c2cc1C
  5.8% | -1.3
- O=C(N=C1SC2CS(=O)(=O)CC2N1c1ccccc1C(F)(F)F)C1CCCO1 (stereo not given)
  ? | nt
- CCSc1nnc2c(n1)OC(c1ccc(C(=O)O)cc1)N(C(C)=O)c1ccccc1-2 (stereo not given)
  ? | nt
- CCOc1cc(CNC2CCCC2)ccc1OCc1ccccc1Cl
  3.5% | -0.9
- CC1(C)Cc2c(ccc3ccccc23)/C(=C/C(=O)N2CCCCC2)N1
  ? | nt
- COC(=O)c1ccccc1NC(=O)COC(=O)C1CCCCC1
  4.9% | 5.2
- CCn1c(C)nc2cc(C(=O)N/N=C(\C)c3ccccc3O)ccc21
  -6.3% | 8.9
- COc1cc(Cl)ccc1OCc1cc(C(=O)NC(C)Cc2cnccn2)no1 (stereo not given)
  ? | nt
